From PubChem BioAssay
NCI-60 one-dose screen, 48 h, at 10 µM unless noted. Numbers give growth in % (100 = growth as untreated, 0 = no growth, -100 = all killed).
A549/ATCC: A549/ATCC NSCLC; AID 1794740; hit rate 3.7% among 81,000
SK-MEL-28: SK-MEL-28 melanoma; hit rate 4.1% among 81,000; AID 1794761
SK-MEL-5: SK-MEL-5 melanoma; AID 1794755; hit rate 6.4% among 80,000
HOP-92: HOP-92 NSCLC cells. hit rate 6.3% among 71,000. AID 1794738
EKVX: EKVX NSCLC. hit rate 3% among 71,000. AID 1794765
UACC-62: UACC-62 melanoma; hit rate 5.4% among 81,000
UACC-257: UACC-257 melanoma. AID 1794764. hit rate 4.4% among 78,000
M14: M14 melanoma | hit rate 6.2% among 80,000 | AID 1794745
* hit, by the source's call; . = not tested or not shown; & = joins results of further samples. Rule for the calls: active = growth percent below 10; inactive = the rest.

Short forms – A = A549/ATCC; B = SK-MEL-28; C = SK-MEL-5; D = HOP-92; E = EKVX; F = UACC-62; G = UACC-257; H = M14
CCOC(=O)c1c2c(cn1Cc1cc(OC)cc(OC)c1)-c1oncc1CC2
  A: 103	B: 103	C: 99	D: 95	E: 102	F: 83	G: 117	H: 115
N#Cc1c(NC(=O)c2ccccc2C(F)(F)F)sc2c1CCC(=O)C2
  A: 75	B: -15*	C: -75*	D: -37*	E: 12	F: -27*	G: -9.8*	H: .
COc1ccc(C(=O)c2ccccc2CN2C(=O)c3ccccc3C2=O)cc1
  A: 99	B: 114	C: 100	D: 87	E: 101	F: 97	G: 104	H: 104
O=C1Nc2ccc(Br)cc2C1=Nc1ccc(O)cc1
  A: 112	B: 118	C: 100	D: 89	E: 96	F: 96	G: 111	H: 101
COc1ccc(/C=C2/SC(=O)N(c3nc(N4CCCC4)nc(N4CCCC4)n3)C2=O)cc1
  A: 93	B: 98	C: 97	D: .	E: 90	F: 85	G: 92	H: 89
O=C(CSc1nnc(-c2ccc(Br)cc2)n1-c1ccccc1)Nc1ccc(C(=O)/C=C/c2ccc(Cl)cc2)cc1
  A: 77	B: 99	C: 97	D: 75	E: 92	F: 78	G: 75	H: 90
COC(OC)/C(=N\N(C)C)c1ccccc1
  A: 104	B: 107	C: 96	D: .	E: .	F: 108	G: 109	H: 99
CC(C)(C)c1ccc(OC(=O)c2ccc([N+](=O)[O-])cc2)cc1
  A: 101	B: 104	C: 96	D: 89	E: 109	F: 100	G: 103	H: 100
O=C(O)/C=C\c1ccc(N=[N+]([O-])c2ccc(/C=C\C(=O)O)cc2)cc1
  A: 96	B: 105	C: 102	D: 112	E: 117	F: 102	G: 107	H: 105
N#Cc1ccccc1OCC(=O)Nc1nc2c(s1)COc1ccccc1-2
  A: 99	B: 116	C: 103	D: 106	E: 87	F: 82	G: 112	H: 105
Cc1c(-c2csc3nncn23)no[n+]1[O-]
  A: 102	B: 108	C: 99	D: 97	E: 100	F: 85	G: 99	H: 108
N#CC1(C#N)C(/C=C/c2ccccc2)OC23CCCCC2C1(C#N)C(=N)O3 (stereo not drawn)
  A: 103	B: 112	C: 99	D: 108	E: 107	F: 93	G: 104	H: 97
COc1c(F)ccc(C(=O)Nc2ccc3nc(NC(=O)C4CCCN(S(=O)(=O)c5cccc(Br)c5)C4)sc3c2)c1F (stereo not drawn)
  A: 76	B: 98	C: 89	D: .	E: 91	F: 81	G: 92	H: 87
CCOC(=O)c1cnn2c(SC)ncnc12
  A: 96	B: 95	C: .	D: .	E: 80	F: 88	G: 92	H: 96
NC(=O)c1ccc(OCc2ccccc2)nc1
  A: 99	B: 104	C: 103	D: 89	E: 101	F: 103	G: 101	H: 106
CCCCNc1nnc(-c2ccc(-n3nc(-c4ccc(OC)cc4)cc3-c3ccc(OC)cc3)cc2)o1
  A: 69	B: 87	C: 60	D: 55	E: .	F: 80	G: 86	H: 79
O=C1C=Cc2ccc(O)cc2C1=O
  A: 102	B: 114	C: 111	D: 103	E: 118	F: 116	G: 108	H: 104
Cn1ccnc1C(=O)/C=C/c1ccc(C(=O)Nc2c(F)c(F)c(F)c(F)c2F)cc1
  A: 6.6*	B: 82	C: 53	D: 50	E: 25	F: 29	G: 74	H: 19
COc1cc(Nc2ccnc(N3CCN(c4ccnc5cc(Cl)ccc45)CC3)n2)cc(OC)c1
  A: 7.5*	B: 12	C: -55*	D: -17*	E: .	F: -22*	G: 1.1*	H: -3.5*
COc1ccc(-c2nc3sccn3c2-c2nc3ccccc3[nH]2)cc1
  A: 90	B: 98	C: 106	D: 83	E: 102	F: 99	G: 95	H: 109
N#CC1=C(N)Oc2c(c(N)nn2-c2ccccc2)C1c1ccc(Cl)cc1 (stereo not drawn)
  A: 100	B: 100	C: 101	D: 93	E: 91	F: 86	G: 105	H: 103
COc1c(/C=N/N=c2sc(C(=O)c3cc4ccccc4o3)nn2-c2ccccc2)c(O)cc2oc(C)cc(=O)c12
  A: 104	B: 109	C: 99	D: 96	E: 98	F: 94	G: 124	H: 104
N#Cc1ccc(C(=O)C[n+]2ccn(CCC(=O)Nc3cccc4cccnc34)c2)cc1
  A: 103	B: 100	C: 98	D: .	E: 96	F: 93	G: 98	H: 98
CC(C)CC(NS(=O)(=O)c1ccc(C(=O)Cc2ccccc2C(=O)O)cc1)C(=O)O (stereo not drawn)
  A: 101	B: 108	C: 100	D: .	E: 100	F: 96	G: 104	H: 97
Cc1cccc(OCC(O)CN2CCN(c3ccccc3Cl)CC2)c1 (stereo not drawn)
  A: 90	B: 95	C: 100	D: 72	E: 109	F: 98	G: 95	H: 102

Other compounds follow.
Short forms – A = A549/ATCC; B = SK-MEL-28; C = SK-MEL-5; D = HOP-92; E = EKVX; F = UACC-62; G = UACC-257; H = M14
Cc1ccc(-c2nc3nc(-c4ccc(F)cc4)nc(N4CCNCC4)c3o2)cc1
  A: 27	B: 114	C: 97	D: 91	E: 127	F: 91	G: 105	H: -71*
CC(C)CC(=O)Oc1ccc(Cl)cc1
  A: 89	B: 116	C: 100	D: 90	E: 95	F: 103	G: 86	H: 97
CN1CCN(CCCOc2cccc3nc(Nc4ccc(Cl)c(C(F)(F)F)c4)ccc23)CC1
  A: 6.9*	B: -45*	C: 42	D: 10	E: 45	F: -29*	G: 59	H: -55*
COc1cc(CNc2oc(-c3ccccc3)c(-c3ccccc3)c2C#N)cc(CN2CCN(c3ccccc3)CC2)c1O
  A: 101	B: 115	C: 98	D: 93	E: 92	F: 97	G: 112	H: 103
NS(=O)(=O)Oc1ccc(-c2ccc3occc3c2)cc1
  A: 100	B: 108	C: 96	D: 109	E: 25	F: 87	G: 110	H: 105
CC(=O)Nc1cc(C)ns1
  A: 109	B: 115	C: 112	D: 106	E: 107	F: 99	G: 115	H: 114
COc1ccc(OC)c(-c2cn3c(-c4c[nH]c5ccc(Br)cc45)csc3n2)c1
  A: 96	B: 103	C: 98	D: .	E: 82	F: 79	G: 104	H: 84
Cc1ccc(-c2cc(Cc3c(Cl)cccc3Cl)c(=O)n(Cn3cncn3)n2)cc1C
  A: 85	B: 107	C: 89	D: .	E: 98	F: 65	G: 98	H: 101
COc1ccc(-c2c(-c3ccc4c(c3)OCO4)[nH]c3[nH]c(=O)[nH]c(=O)c23)cc1
  A: 105	B: 106	C: 99	D: .	E: 97	F: 109	G: 111	H: 118
COc1cc2c3nc4cc(C)c(C)cc4nc3n(CCC(C)C)c2cc1OC
  A: 58	B: 95	C: 85	D: 56	E: 61	F: 89	G: 103	H: 87
CN=C(N)N/N=C(\C)c1ccc2c(c1)Cc1cc(/C(C)=N/NC(N)=NC)ccc1-2
  A: -18*	B: -65*	C: -90*	D: 13	E: 6.2*	F: -78*	G: 57	H: -86*
C(#CSCc1ccccc1)SCc1ccccc1
  A: 104	B: 110	C: 105	D: 109	E: 107	F: 114	G: 106	H: 115
O=C(Cn1cc(-c2ccc3c(c2)ncn3-c2ccccc2)cn1)NCCn1cc(COCCOCCOCCNc2cccc3c2C(=O)N(C2CCC(=O)NC2=O)C3=O)nn1 (stereo not drawn)
  A: 98	B: 105	C: 104	D: 90	E: 100	F: 102	G: 93	H: 107
O=C(O)N/N=C/c1cc(Cl)ccc1O
  A: 98	B: 103	C: 96	D: 86	E: 102	F: 89	G: 97	H: 102
COc1ccc(NC(=O)CSc2nc3ccccc3c(=O)n2Cc2ccc(S(N)(=O)=O)cc2)cc1
  A: 103	B: 120	C: 97	D: 104	E: 91	F: 90	G: 110	H: 109
CN1CCN(C(=O)[C@]23CCC(C)(C)C[C@H]2C2=CC[C@@H]4[C@@]5(C)CCC(=O)C(C)(C)[C@@H]5CC[C@@]4(C)[C@]2(C)CC3)CC1
  A: 82	B: 87	C: 75	D: 45	E: 80	F: 80	G: 81	H: 75
O=c1ccn(Cc2cn(-c3c4ccccc4nc4ccccc34)nn2)c(=O)[nH]1
  A: 91	B: 102	C: 91	D: 85	E: 103	F: 91	G: 86	H: 98
CCOc1ccc2nc(NC(=O)c3cccc(C(F)(F)F)c3)sc2c1
  A: 92	B: 104	C: 99	D: 118	E: 97	F: 100	G: 106	H: 37
NC(=O)C1(Nc2ccc(-c3ccc(Cl)cc3)cc2)CCCC1
  A: 85	B: 115	C: 91	D: 82	E: 87	F: 78	G: 108	H: 103
Cn1cccc1-c1cc(-c2ccccc2Cl)c(C#N)c(=O)[nH]1
  A: 102	B: 103	C: 97	D: 65	E: 85	F: 85	G: 107	H: 93
O=C(CCCCCC1CCCCC1)OCC1CCCO1 (stereo not drawn)
  A: 107	B: 119	C: 112	D: 62	E: 124	F: 111	G: 120	H: 108
O=C(CSc1nc2ccccc2c(=O)n1CCc1ccccc1)Nc1ccccc1
  A: 84	B: 98	C: 87	D: .	E: 85	F: 85	G: 94	H: 97
CC(C)(C)OC(=O)N1CCCC1C(=O)NC(c1ccccc1)c1ccccc1 (stereo not drawn)
  A: 100	B: 111	C: 107	D: 108	E: 99	F: 101	G: 101	H: 100
S=C(N/N=C\c1ccc2c(c1)OCO2)N/N=C/c1ccc2c(c1)OCO2
  A: 108	B: 103	C: 83	D: 78	E: 86	F: 94	G: 98	H: 101
O=C(COc1ccc(NC(=O)Nc2ccc(Cl)cc2)cc1)N/N=C/c1cccc(O)c1
  A: 99	B: 105	C: 100	D: 89	E: 97	F: 100	G: 103	H: 104

(continued)
Short forms – A = A549/ATCC; B = SK-MEL-28; C = SK-MEL-5; D = HOP-92; E = EKVX; F = UACC-62; G = UACC-257; H = M14
CCCCC(O)Cn1ncc(C(=O)OCC)c1NC(=O)NCc1ccccc1F (stereo not drawn)
  A: 101	B: 108	C: 94	D: 86	E: 93	F: 89	G: 103	H: 85
O=C(OCC1CO1)c1cccs1 (stereo not drawn)
  A: 92	B: 113	C: 102	D: 91	E: 99	F: 103	G: 92	H: 98
Cc1cc(C)c2c(=O)[nH][nH]c2n1
  A: 106	B: 115	C: 109	D: 87	E: 102	F: 93	G: 109	H: .
Cn1cccc1-c1nc2c3c(ccc2[nH]1)C(=O)c1ccccc1C3=O
  A: 88	B: 117	C: 90	D: 89	E: 65	F: 81	G: 94	H: 100
O=C(NCc1ccccc1)C1CN(c2ccc(Cl)cc2)N(c2ccc(Cl)cc2)C1=O (stereo not drawn)
  A: 70	B: 89	C: 83	D: 86	E: 88	F: 59	G: 79	H: 75
FC(F)(F)c1ccc(-c2cnc(CNCCCC(F)(F)C(F)(F)C(F)(F)C(F)(F)C(F)(F)C(F)(F)C(F)(F)C(F)(F)F)nc2NC2CCCCCC2)cc1
  A: 76	B: 85	C: 69	D: 55	E: .	F: 67	G: 75	H: 74
COc1cc(NCC(O)CN(CC(C)C)CC(C)C)c2ncccc2c1 (stereo not drawn)
  A: 92	B: 75	C: 86	D: .	E: 93	F: 77	G: 77	H: 88
COc1ccc2c(c1)NC(=O)CN2c1nc(NC2CC2)nc2ccccc12
  A: 21	B: 55	C: -55*	D: 3.2*	E: 28	F: 26	G: .	H: 6.9*
Cc1ccc2c(c1)C(N1CCCC1=O)CCN2Cc1cc2ccccc2[nH]c1=O (stereo not drawn)
  A: 104	B: 97	C: 90	D: .	E: 78	F: 84	G: 111	H: 79
CCNCCCn1c2c(c3ccc(F)cc3c1=O)C(=O)c1cc(OC)cnc1-2
  A: -63*	B: 8.9*	C: -99*	D: -15*	E: -14*	F: -34*	G: -20*	H: -26*
O=C(N/N=c1/ccoc2cccnc12)N1CCN(c2ncccn2)CC1
  A: 18	B: 48	C: -37*	D: 64	E: 17	F: 7.9*	G: 5.9*	H: 14
CCC1(CC(C)C)SC(N)=NC1=O (stereo not drawn)
  A: 94	B: 122	C: 112	D: 83	E: 97	F: 106	G: 105	H: 104
COc1ccc(Nc2ncccc2C(=O)NCc2cn(Cc3cc(OC)cc(OC)c3)nn2)cc1
  A: 89	B: 113	C: 98	D: 93	E: 92	F: 97	G: 98	H: 99
COC1=Nc2ccccc2N2CCN=C12
  A: 103	B: 113	C: 102	D: 78	E: 95	F: 102	G: 101	H: 97
O=C1C=CC(=O)N1Cc1ccncc1
  A: 105&101	B: 117&108	C: 101&104	D: 105	E: 98	F: 106&105	G: 96&103	H: 100&98
COc1ccc2c(c1)CC1OCCc3cc(OC)c(OC)c-2c31 (stereo not drawn)
  A: 93	B: 110	C: 92	D: 108	E: .	F: 101	G: 98	H: .
CC(=O)C1=C(O)C=C2Oc3c(C(=O)/C=C/c4c(Cl)cccc4Cl)c(O)c(C)c(O)c3[C@]2(C)C1=O
  A: -46*	B: -60*	C: -86*	D: -25*	E: -0.6*	F: -70*	G: -37*	H: -11*
COc1cccc(-c2nc3sccn3c2-c2cccc(S(C)(=O)=O)c2)c1
  A: 102	B: 112	C: 95	D: 87	E: 78	F: 99	G: 115	H: 119
N#C/C(C(=O)Nc1ccc(S(N)(=O)=O)cc1)=C1\C(=O)Nc2ccccc21
  A: 101	B: 107	C: 101	D: 87	E: 102	F: 99	G: 104	H: 97
COc1c(C)c2c(c(O)c1C/C=C(\C)CCC(=O)OCCN1CCOCC1)C(=O)OC2
  A: 5.8*	B: 36	C: .	D: .	E: 46	F: 24	G: 7.2*	H: 20
COc1ccccc1NC(=O)COc1ccc(/C=C2/Oc3cc4occc4c(OC)c3C2=O)cc1OC
  A: 97	B: 111	C: 86	D: 99	E: 99	F: 92	G: 100	H: 106
COc1ccc(Cn2c(NCCCN(C)C)nc(=O)n(Cc3ccc(F)cc3)c2=O)cc1
  A: 110	B: 100	C: 98	D: .	E: .	F: 97	G: 92	H: 98
NS(=O)(=O)c1ccc(N=Nc2c(O)n(Cc3ccccc3)c3ccc(Br)cc23)cc1
  A: 82	B: 94	C: 84	D: 107	E: 93	F: 70	G: 98	H: 99
